# Screening results deposited in PubChem by several laboratories.
# Runt-SMMHC FRET: inhibitors of RUNX1 Runt–CBFb-SMMHC binding, primary screen, biochemical, FRET, Cerulean-Runt, Venus-CBFb-SMMHC, uHTS. Cerulean-Runt/Venus-CBFb-SMMHC FRET ratio 530/480, 1 h. Runt-related transcription factor 1 (Homo sapiens) + Core-binding factor subunit beta …. 0.74% of 220,000 active. inhibition, % at 20 µM;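 active = mean inhibition across duplicate retests at 20 µM reaching about 50%, limit read from the data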;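 also: 0% = DMSO wells and 100% = wells with excess untagged CBFb-SMMHC; inhibitors lower the FRET ratio by blocking Runt binding to CBFb-SMMHC; some results filed as inactive read as strong as hits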
# NPY-Y1 PAM-ag: NPY-Y1 receptor potentiators or agonists, primary screen, cell-based. AID 1304, 2008. Neuropeptide Y receptor type 1 (Homo sapiens), P25929. 0.37% of 220,000 active. NPY-Y1 expressing cells, potentiator/agonist activation. activation, % at 3.6 µM; in the data active = activation above about 33%, passing the limit was not always enough;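 also: cells stimulated with NPY at EC10 then isoproterenol at EC100; 0% = low agonist plus stimulus and 100% = saturating agonist plus stimulus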
# Target sequence (P25929 whole entry, looked up): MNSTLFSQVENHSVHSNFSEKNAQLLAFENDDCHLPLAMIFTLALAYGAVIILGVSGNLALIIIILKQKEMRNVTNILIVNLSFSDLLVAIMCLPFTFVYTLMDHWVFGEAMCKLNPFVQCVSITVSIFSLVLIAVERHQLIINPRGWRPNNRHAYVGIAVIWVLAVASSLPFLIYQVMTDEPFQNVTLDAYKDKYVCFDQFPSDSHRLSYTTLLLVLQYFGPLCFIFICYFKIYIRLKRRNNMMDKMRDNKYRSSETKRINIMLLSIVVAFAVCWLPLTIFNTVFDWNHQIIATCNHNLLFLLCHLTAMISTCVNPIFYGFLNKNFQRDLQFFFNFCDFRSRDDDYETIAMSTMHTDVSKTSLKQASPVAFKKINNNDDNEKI
# p97 inhibitor: inhibitors of human p97 ATPase, primary screen, biochemical; Transitional endoplasmic reticulum ATPase (Homo sapiens), P55072; recombinant p97 ATPase, Kinase-Glo ATP luminescence, 3 h; inhibition, % at 8 µM; 0.42% of 220,000 active; in the data active = inhibition above about 15%;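 also: 0% = DMSO vehicle and 100% = wells lacking enzyme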
# Hck-Nef inh: inhibitors of Nef-activated human Hck kinase, primary screen, biochemical, Z-Lyte FRET, 384-well, Hck-YEEI; 0.68% of 220,000 active; Tyrosine-protein kinase HCK (Homo sapiens), P08631; Recombinant Hck-YEEI plus Nef, Z-Lyte FRET kinase assay; inhibition, % at 20 µM;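 active = Hck-Nef kinase inhibition above about 50%, limit read from the data; inactive = inhibition below that limit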;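 also: 0% = DMSO with Hck plus Nef and 100% = Hck alone without Nef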
# Target sequence (P08631 whole entry, looked up): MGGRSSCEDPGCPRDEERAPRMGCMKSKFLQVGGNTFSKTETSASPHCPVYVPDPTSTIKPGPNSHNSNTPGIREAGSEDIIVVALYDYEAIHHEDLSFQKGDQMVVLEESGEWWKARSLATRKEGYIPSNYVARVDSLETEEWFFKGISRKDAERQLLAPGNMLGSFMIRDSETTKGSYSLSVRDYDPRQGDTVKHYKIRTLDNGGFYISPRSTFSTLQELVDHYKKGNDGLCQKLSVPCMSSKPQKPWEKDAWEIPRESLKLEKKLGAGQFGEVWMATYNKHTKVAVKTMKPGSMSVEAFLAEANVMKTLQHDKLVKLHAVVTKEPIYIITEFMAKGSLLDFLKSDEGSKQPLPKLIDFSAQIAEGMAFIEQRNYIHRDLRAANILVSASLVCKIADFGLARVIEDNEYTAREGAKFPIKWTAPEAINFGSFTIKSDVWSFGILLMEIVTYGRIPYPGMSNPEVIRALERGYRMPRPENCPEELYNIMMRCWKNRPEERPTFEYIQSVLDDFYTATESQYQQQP
# Runt-CBFb FRET: inhibitors of RUNX1 Runt–CBFb binding, primary screen, biochemical, FRET, Cerulean-Runt, Venus-CBFb, uHTS | Runt-related transcription factor 1 (Homo sapiens) + Core-binding factor subunit beta … | Cerulean-Runt/Venus-CBFb FRET ratio 530/480, 1 h | inhibition, % at 20 µM | 0.46% of 220,000 active | AID 1496, 2009;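 active = inhibition over about 50% at 20 µM in the single-dose screen, limit read from the data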;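 also: 0% = DMSO wells and 100% = excess unlabeled CBFb competitor control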
#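 Doses: 20 µM compound in 1% DMSO | Material: Cerulean-labeled Runt domain protein | Amount: Each fluorescent fusion protein 100 nM | Schedule: Two 1 h room-temperature incubations shielded from light | Measured by: FRET fluorescence | Evaluation: Loss of energy transfer signal | Controls: Unlabeled CBFb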
# NPY-Y1 antag: NPY-Y1 receptor antagonists, primary screen, cell-based | 1% of 200,000 active | HEK293-CNG Y1 cells, membrane potential fluorescence; NPY at EC95, then isoproterenol | inhibition, % at 3.6 µM;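 active = inhibition above the campaign mean inhibition of all tested compounds plus 3 SD, cut at about 20% in these data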;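 also: 0% = DMSO wells given NPY plus isoproterenol and 100% = isoproterenol alone without NPY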
#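 material = HEK293 cells with Y1 receptor plus CNG channel | also added = NPY 25 nM then isoproterenol 1 µM plus Ro 20-1724 25 µM | schedule = dye 3 h, compound 60 min room temperature, stimulation 45 min | measured by = membrane potential fluorescence | benchmarks = high control isoproterenol alone, low control NPY with isoproterenol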
# RBBP9 inhibitor: human RBBP9 inhibitors, primary screen, biochemical, fluorescence polarization, FP-Rh probe, HTS. inhibition, % at 7.94 µM. recombinant RBBP9. 0.2% of 220,000 active;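 active = inhibition above the campaign mean of all tested compounds plus 3 SD, cut at about 14% in these data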;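 also: plate controls were DMSO wells with RBBP9 for no effect and wells lacking RBBP9 protein for full effect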
# Target sequence (O75884 whole entry, looked up): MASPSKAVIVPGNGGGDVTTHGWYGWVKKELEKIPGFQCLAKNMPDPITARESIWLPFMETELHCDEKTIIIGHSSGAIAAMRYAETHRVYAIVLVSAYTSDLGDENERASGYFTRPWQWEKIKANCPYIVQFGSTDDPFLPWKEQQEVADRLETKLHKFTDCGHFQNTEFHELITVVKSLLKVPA
#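 Material: RBBP9 protein. Amount: RBBP9 at 2.5 µM in dispensed solution, before mixing. Schedule: 30 min then 45 min, 25 °C. Medium: Tris buffer pH 8.0, NaCl, Pluronic. Measured by: fluorescence polarization. Measure: percent inhibition from mP, scaled between DMSO and no-protein wells. Replication: one well per compound.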
# Mdm2 ligase inh: MDM2-luciferase reporter signal enhancers, primary screen, MDM2 E3 ligase inhibitor project, cell-based, luminescence, 1536-well. AID 1230, 2008. cell-based MDM2 ubiquitination luciferase reporter, 2 h; 0 = plate control, 100 = twice control, blank-subtracted. 0.11% of 210,000 active. signal enhancement, % at 5 µM;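 active = signal enhancement of 30% or more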;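 also: luminescence tracks abundance of the self-degrading MDM2-luciferase fusion protein; higher signal means inhibition of MDM2 E3 ligase activity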
#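 Test system: stable mammalian line carrying autodegrading MDM2–luciferase fusion reporter; quantity: 2000 cells in each well; times: 4 h cell settling then 2 h compound exposure, 37 °C; detection: luminescence with SteadyLite reagent, 15 min at room temperature; evaluation: percent signal gain over controls, blank-subtracted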
# NPY-Y2 PAM-ag: NPY-Y2 potentiators or agonists, primary screen, cell-based; Neuropeptide Y receptor type 2 (Homo sapiens), P49146; cells expressing NPY-Y2, potentiator/agonist read-out; activation, % at 3.6 µM; 0.45% of 220,000 active; in the data active = activation above about 27%;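 also: cells stimulated with NPY near EC25 plus isoproterenol at EC100; 0% = vehicle plus submaximal agonist and 100% = vehicle plus saturating agonist; some results beyond the cut were filed as inactive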
# The depositor's hits bear a star; . = not tested or not shown.
Runt-SMMHC FRET	NPY-Y1 PAM-ag	p97 inhibitor	Hck-Nef inh	Runt-CBFb FRET	NPY-Y1 antag	RBBP9 inhibitor	Mdm2 ligase inh	NPY-Y2 PAM-ag	smiles
7	-18	-4	3	0	-2	-11	10	3	CCC(C)c1ccccc1NC(=O)COC(=O)c1ccc2[nH]c3c(c2c1)CCCC3 (configuration not stated)
-1	5	-1	-3	0	1	-9	-10	10	COc1ccc(CCN=C2SCC(=O)N2C)cc1OC
-1	5	7	17	0	6	0	8	13	CC(C)C1=NOC(C(=O)N2CCC(N3CCC(C(=O)N4CCOCC4)CC3)CC2)C1 (configuration not stated)
2	-21	1	2	0	3	-6	-2	-15	COC(=O)Cn1c(=O)c2c(nc(Br)n2CC(=O)OC)n(C)c1=O
-7	2	4	4	-4	-4	0	-5	9	CCCCN1C(=O)c2ccc(C(=O)NCCN3C(=O)S/C(=C\c4cccnc4)C3=O)cc2C1=O
0	11	7	14	2	.	-2	-12	9	Nc1nnc(SCC(=O)Nc2ccccc2)s1
-9	16	3	29	1	.	-15	.	-5	COc1ccc(/C=C2\SC(=O)N(CCc3nnc(N)s3)C2=O)cc1
2	-37	8	3	9	7	0	-6	-10	O=C(COc1ccc(Br)cc1)NNC(=S)NC(=O)c1ccccc1[N+](=O)[O-]
-2	5	4	18	1	4	-11	-6	6	COc1ccccc1-n1cnnc1SCC(=O)N1CCN(C(=O)c2ccco2)CC1
1	0	-2	9	-1	0	-5	-12	3	CCOC(=O)CC1=C(C(=O)OCC)C(c2ccc(OC)cc2OC)C(C#N)=C(N)O1 (configuration not stated)
0	-7	3	0	2	3	7	-15	-19	NC(=O)COC(=O)c1ccc(S(=O)(=O)N2CCCCCC2)cc1
-11	1	7	28	-3	.	-5	-10	12	O=C(CCn1c2c(c3ccccc31)CCCC2)NNC(=O)c1ccccc1C(=O)O
0	-9	-8	-10	3	-4	-15	-8	3	Cc1ccc(S(=O)(=O)c2ccc(Cl)cc2)cc1S(=O)(=O)N1CCOCC1
2	-4	2	1	0	4	-7	-13	1	O=C(Cn1cnc2ccc(Br)cc2c1=O)c1cccs1
1	-1	-3	-2	0	-1	-6	-4	2	CN(CCc1ccccn1)C(=O)Nc1ccc(F)cc1
2	9	0	29	-2	2	-5	-5	6	c1ccc(Cc2cc[n+](Cc3ccccc3)cc2)cc1
-3	-3	5	17	-3	6	-7	-8	2	CC(C)Cn1c(N2CCN(CC(=O)Nc3ccc(Cl)cc3)CC2)nc2ccccc21
0	16	7	2	-1	.	-6	-6	-8	CC(Oc1ccc(/C=N/NC(=O)Cc2cccc3ccccc23)cc1)C(=O)O (configuration not stated)
3	-16	2	0	-2	2	-4	-6	3	COc1ccc(Cc2nnc(-c3ccccc3)o2)cc1
-2	6	1	-19	0	4	-5	-21	11	Cc1cccc(-c2noc(-c3ccoc3C)n2)c1
3	-9	-1	2	0	8	1	-44	-3	CCCCCCCc1c(C)nc(N2CCOCC2)[nH]c1=O
-1	6	3	10	-4	-1	-7	.	6	O=C(NC1CC1)C1=C[C@@H](C2CCCCC2)C[C@@H](OCc2ccc(CO)cc2)O1
1	5	-4	16	-2	0	-10	-12	5	CCN(CC(=O)NCc1ccc(F)cc1)C(=O)/C=C/c1ccco1
-5	9	3	12	2	.	4	-34	-24	COc1ccc(C(=O)C[n+]2ccc(-c3nnc4n3CCCCC4)cc2)cc1
0	19	-2	-1	2	2	-10	-13	-5	COc1ccccc1NC1=NCC(=O)N1Cc1ccccc1
-4	10	6	0	-2	4	4	-5	18	CN(C)CCNC(=O)C1CCCNC1=O (configuration not stated)
1	-12	0	21	0	0	-2	-24	-6	O=C(Nc1cccnc1)C1=NN(C2CCS(=O)(=O)C2)C(=O)CC1 (configuration not stated)
-7	3	-1	-2	1	-5	-5	-6	-6	Cc1cc(C)c(S(=O)(=O)Cc2ccccc2)c(=O)[nH]1
4	-7	3	10	1	-2	-6	-20	1	CCOC(=O)C1CCN(C(=O)c2ccccc2N(C)S(C)(=O)=O)CC1
1	-16	-1	2	-2	-2	-2	-3	6	CC(=O)c1ccc(-n2c(SCC(=O)c3c[nH]c4ccccc34)nc3ccccc3c2=O)cc1

# Given comma-delimited: entries from further up
Structure,Runt-SMMHC FRET,NPY-Y1 PAM-ag,p97 inhibitor,Hck-Nef inh,Runt-CBFb FRET,NPY-Y1 antag,RBBP9 inhibitor,Mdm2 ligase inh,NPY-Y2 PAM-ag
Nc1nnc(SCC(=O)Nc2ccccc2)s1,0,11,7,14,2,.,-2,-12,9
CCOC(=O)C1CCN(C(=O)c2ccccc2N(C)S(C)(=O)=O)CC1,4,-7,3,10,1,-2,-6,-20,1

# The list goes on:
Runt-SMMHC FRET	NPY-Y1 PAM-ag	p97 inhibitor	Hck-Nef inh	Runt-CBFb FRET	NPY-Y1 antag	RBBP9 inhibitor	Mdm2 ligase inh	NPY-Y2 PAM-ag	smiles
-1	8	2	9	0	3	2	-5	4	COC(=O)c1cc(-c2ccc(OC)c(OC)c2)n[nH]1
-5	10	1	0	-1	2	-6	2	0	O=C(CCS(=O)(=O)c1cccs1)N1CCN(c2ccc(F)cc2)CC1
-3	-13	1	1	1	0	-12	-6	-6	COc1c2c(nc3occc13)C(CCC(C)(C)O)(OC)C(O)CC2 (configuration not stated)
-2	-18	-2	0	-1	6	-6	-6	-5	CSc1nc2ccc(NS(=O)(=O)c3ccccc3F)cc2s1
2	9	-2	1	-2	9	-7	-91	-10	CCN1CCN(C(=O)/C=C/c2c(F)cccc2Cl)CC1
-26	7	10	85*	-7	-1	-7	-3	-4	N=C1S/C(=C\c2ccc(-c3ccccc3C(=O)O)o2)C(=O)N1c1ccc2c(c1)OCO2
1	9	0	-18	-1	-4	-6	-6	14	CCOCCCNC(=O)c1ccc(N2CCOCC2)c(NS(=O)(=O)c2ccc(OC)cc2)c1
2	7	3	0	11	2	-6	-11	1	O=C(Cc1cccs1)NNC(=S)NC(=O)c1ccc(F)c(F)c1
3	9	0	13	-4	1	-2	-15	-2	CC(C(=O)Nc1cccc(S(=O)(=O)N2CCOCC2)c1)N1CCN(C/C=C/c2ccccc2)CC1 (configuration not stated)
-13	21	-42	-20	-4	.	-4	-65	-4	CN(C)c1ccc(/C=N/NC(=O)c2ccccn2)cc1
0	5	7	1	0	2	2	-3	8	N#C/C(C(=O)N1CCOCC1)=C1\Nc2ccccc2S1
2	-21	-1	0	0	3	-8	17	1	CCCCCCNS(=O)(=O)c1ccc(Cl)s1
0	31	1	1	-4	-1	-4	-13	23	Cc1cc(C)n(CC(O)Cn2c3ccc(Cl)cc3c3cc(Cl)ccc32)c(=O)n1 (configuration not stated)
.	4	5	0	.	-9	-7	.	-4	CCN(CC)CCCN1C(=O)C(O)=C(C(=O)c2ccc(C)o2)C1c1ccco1 (configuration not stated)
-3	-15	-2	0	0	3	1	-15	3	O=C(C1CCN(Cc2ccc(F)cc2)CC1)N(CCO)Cc1ccccc1
0	-10	-4	9	2	-2	-4	2	2	Cc1cc(C(=O)N2CCN(C/C=C/c3ccccc3)CC2)no1
-3	29	0	0	1	7	3	-32	26	CN(C)c1ccc(-c2noc(C3CCN(S(=O)(=O)c4cccc(C(=O)O)c4)CC3)n2)cc1
73*	11	1	39	48	5	-6	-4	8	Cc1c(Br)c(=O)oc2c(C)c(O)ccc12
1	29	1	0	2	-1	4	6	-4	COc1ccc(S(=O)(=O)Nc2nc3ccccc3nc2Nc2ccc3c(c2)OCO3)cc1
1	-3	4	8	2	2	-6	-16	11	Cc1ccc(NC(=O)c2cncc(Br)c2)cc1S(=O)(=O)N(C)C
-3	3	-4	-1	-3	1	-7	-20	0	O=C1OCCC1Sc1nnc(-c2ccccc2)o1 (configuration not stated)
-2	12	-3	0	0	-2	-8	-36	13	COC(=O)c1ccc(NC(=O)Nc2ccccc2F)cc1
-1	0	7	1	-1	2	3	-2	7	COc1ccc(C2C(C(=O)N3CCC(C(N)=O)CC3)CC(=O)N2c2ccc(OC)cc2)cc1 (configuration not stated)
-7	11	0	1	-3	9	-6	-9	-27	CCOc1cccc(SCc2noc(C(=O)NCC3CCCO3)c2C(=O)O)c1 (configuration not stated)
-3	-20	-3	-37	0	0	0	-9	-9	O=C(COC(=O)/C=C/c1ccc(OC(F)F)cc1)NCCN1C(=O)CSC1=O
13	5	6	15	8	3	-4	-20	4	Cc1cc(=O)n2ccccc2c1C#N
-1	-2	-1	-1	1	4	-4	-17	-7	O=C(O)c1cccc(Cn2cc(Cl)cn2)c1
0	11	0	12	-1	1	-4	-12	4	CCN(CC)C(=O)Cn1cc(SCC(=O)NC2CCCC2)c2ccccc21
0	-5	0	1	-1	3	-9	0	-11	Cc1ccc(S(=O)(=O)Cc2ccc(C(=O)NCc3ccc4c(c3)OCO4)o2)cc1
-2	10	-5	0	1	2	-7	27	-2	CC1(C)CC(=O)C(C=Nc2ccc3cn[nH]c3c2)=C(O)C1
2	1	2	2	0	2	9	-22	-8	Cc1cc(C)c(C#N)c(SCCS(=O)(=O)Cc2ccc(Cl)cc2)n1
1	-6	3	0	1	-3	-1	-4	2	CCCCNC(=O)CCNS(=O)(=O)c1ccc(Br)cc1
-1	-16	1	1	.	-6	-4	1	-4	C/C(=N\NC(=O)CSCc1cccc(Br)c1)c1ccc([N+](=O)[O-])cc1
-1	11	-2	9	0	5	-8	-18	-10	CC(=O)Nc1ccc(NC(=O)[C@@H]2CCCN2S(=O)(=O)c2ccc3c(c2)OCCO3)cc1
0	-2	1	23	-2	6	-3	-8	9	Cc1cccc2nc(COc3ccc(Cl)c4cccnc34)cn12
2	4	-2	24	0	4	-12	-11	6	Cn1ccnc1SCC(=O)Nc1cccc(S(=O)(=O)N2CCCCC2)c1
